Screens deposited in PubChem by National Center for Advancing Translational Sciences (NCATS).
Nrf2 inh = blocks Nrf2 signaling; actives 2.1% (n = 360,000); Potency, µM (highest dose often 46 µM), inactives show at the top dose activity change, negative = inhibition, hits mostly inhibitors; A549 ARE-Fluc reporter, luciferase luminescence, 18-24 h; note: potency is the fitted concentration of half-maximal effect; % is set by controls: 0 for no effect and ±100 for the full control effect; nearly all actives have a fitted effect of over 60% in size
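Two sequential reads on A549 ARE_Fluc cells exposed to compound for 18-24 h: a CellTiter-Fluor fluorescence read for viability, then a luciferase luminescence read for Nrf2/ARE activity.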
CCT modulator = cytosolic chaperonin activity modulation; purified chaperonin ATPase assay, HTRF ADP detection, 30 min; activity change, % (no concentration beside the values), hits read low; actives 0.3% (n = 360,000); in the data active = activity change below about -30%; note: % is set by controls: 0 for no effect and ±100 for the full control effect
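We incubate TRiC, 40 or 20 nM final, with library compounds at 76 uM and 10 uM ATP for 30 min at 37 °C. ADP formed is detected with Transcreener HTRF reagents after 30 min at room temperature.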
Nrf2 activator = activates Nrf2 signaling; AREc32 ARE-luciferase reporter (MCF7-derived line), luminescence, 24 h; actives 0.31% (n = 410,000); Potency, µM (doses to about 46.1 µM), without a hit: at the top dose activation, usual class: activators; note: potency is the fitted concentration of half-maximal effect; % of control where 0% means no effect; nearly all actives have a fitted effect of over 65% in size
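For detection, Steady-Glo was added and plates sat 30 min at RT; before that, AREc32_Fluc cells grown overnight in OPTI-MEM/5% FBS had been treated with 23 nL compound for 24 hr at 37 deg C.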
EPAC2 ag = activates human EPAC2 exchange factor; EPAC2 activation, biochemical qHTS; response scale: 100% = 6.5 mM cAMP response; Potency, µM (titrated, usually from 154 µM), for the others: top-dose activation, actives largely listed as activators; actives 0.079% (n = 360,000); Q8WZA2; note: potency is the fitted concentration of half-maximal effect; nearly all actives have a fitted effect of over 50% in size
Target sequence (Q8WZA2 whole entry, looked up): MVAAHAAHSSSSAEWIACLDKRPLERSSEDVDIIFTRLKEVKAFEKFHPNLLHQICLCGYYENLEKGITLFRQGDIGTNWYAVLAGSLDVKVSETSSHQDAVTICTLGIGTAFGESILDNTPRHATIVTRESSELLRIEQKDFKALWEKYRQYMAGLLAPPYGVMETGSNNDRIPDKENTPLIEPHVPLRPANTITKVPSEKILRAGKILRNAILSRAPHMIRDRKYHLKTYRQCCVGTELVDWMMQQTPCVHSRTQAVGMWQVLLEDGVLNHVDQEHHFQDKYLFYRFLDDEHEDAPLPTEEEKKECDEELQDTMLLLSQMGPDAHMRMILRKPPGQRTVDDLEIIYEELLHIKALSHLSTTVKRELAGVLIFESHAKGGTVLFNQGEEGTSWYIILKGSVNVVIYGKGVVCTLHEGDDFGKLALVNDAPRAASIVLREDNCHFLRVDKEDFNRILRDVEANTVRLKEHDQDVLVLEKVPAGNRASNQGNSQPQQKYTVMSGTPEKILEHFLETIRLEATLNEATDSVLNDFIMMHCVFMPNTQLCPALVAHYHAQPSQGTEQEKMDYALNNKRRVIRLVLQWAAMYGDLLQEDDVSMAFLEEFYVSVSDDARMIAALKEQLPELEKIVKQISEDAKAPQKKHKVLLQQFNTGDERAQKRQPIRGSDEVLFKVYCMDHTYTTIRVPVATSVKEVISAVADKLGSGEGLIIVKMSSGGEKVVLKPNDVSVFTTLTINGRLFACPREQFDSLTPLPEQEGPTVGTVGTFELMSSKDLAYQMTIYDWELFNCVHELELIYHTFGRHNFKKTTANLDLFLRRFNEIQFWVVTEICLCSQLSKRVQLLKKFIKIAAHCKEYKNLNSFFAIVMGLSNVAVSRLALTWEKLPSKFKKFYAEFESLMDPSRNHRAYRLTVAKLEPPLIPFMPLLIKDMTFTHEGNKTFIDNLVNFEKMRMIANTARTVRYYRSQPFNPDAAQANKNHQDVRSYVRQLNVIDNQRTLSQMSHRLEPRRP
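Readout is BODIPY fluorescence (480 nm excitation, 540 nm emission), which falls as labeled GDP is exchanged off Rap1B. EPAC2 at 100 nM acted on 250 nM RAP1B-BODIPY-GDP with 50 uM GDP present.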
Akt phos inh = inhibitors of Akt phosphorylation | Neuro2A IGF-stimulated pAkt S473 HTRF, 20 min; stronger effect = lower value | activity change, % for hits at 50 µM | actives 0.32% (n = 360,000); in the data active = activity change below about -80%; inconclusive = mostly about -51% to -80%; note: % is set by controls: 0 for no effect and ±100 for the full control effect
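Single-point screen (50 µM final compound) in Neuro2A cells stimulated 20 min with 6 nM IGF at 37 deg C. After lysis, Ser473-phosphorylated Akt read by HTRF (ex 330 nm, em 615/665 nm) as the 665/615 ratio.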
A549 tox = A549 cytotoxicity, counter-screen for Nrf2 inhibitors; A549 ARE-Fluc cells, CellTiter-Fluor viability, 18-24 h; Potency, µM (top dose mostly 46 µM), for the others: at the top dose activity change, negative = cytotoxicity, actives largely listed as inhibitors; actives 0.16% (n = 390,000); AID 504648; note: potency is the fitted concentration of half-maximal effect; % is set by controls: 0 for no effect and ±100 for the full control effect
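A549 ARE_Fluc cells in 5% FBS OPTI-MEM were exposed to compounds in concentration-response for 18-24 h at 37 deg C. Viability was read by CellTiter-Fluor fluorescence (Ex 405/Em 525) after 30 min, before the luciferase read.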
TGFb SMAD3 inh = blocks TGF-b signaling; HepG2 CAGA-GFP TGF-b/SMAD3 reporter, GFP fluorescence, 18 h; TGF-beta stimulated, 500 pg/mL final; Potency, µM (titrated, usually from 46.1 µM), inactives show at the top dose activity, negative = inhibition, hits mostly inhibitors; actives 1.2% (n = 410,000); note: potency is the fitted concentration of half-maximal effect; % is set by controls: 0 for no effect and ±100 for the full control effect; nearly all actives have a fitted effect of over 65% in size
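HEPG2 CAGA-GFP cells (1000/well, DMEM with 1% FBS) were pre-incubated 2 h at 37 degrees C, given compound by pin tool, then stimulated with TGF-beta at 500 pg/mL final for 18 h before per-cell GFP fluorescence imaging.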
EPAC2 antag = EPAC2 (human) antagonism; Potency, µM (doses to about 114 µM), without a hit: at the highest dose activity, negative = inhibition, hits mostly inhibitors; AID 720708; EPAC2 GEF exchange of Rap1B-BODIPY-GDP, fluorescence; actives 0.18% (n = 360,000); note: potency is the fitted concentration of half-maximal effect; % is set by controls: 0 for no effect and ±100 for the full control effect; nearly all actives have a fitted effect of over 45% in size; many of its hits are not listed in these tables
Mm-Cpn inhibitor = M. maripaludis TRiC chaperonin inhibition | purified Mm-Cpn ATPase, ADP Transcreener TR-FRET | Potency, µM (doses to about 76.9 µM), for inactives: top-dose activity, negative = inhibition, usual class: inhibitors | actives 0.031% (n = 330,000); note: potency is the fitted concentration of half-maximal effect; % is set by controls: 0 for no effect and ±100 for the full control effect; nearly all actives have a fitted effect of over 80% in size
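Reaction buffer contained 30 mM Tris pH 7.4, 100 mM KCl, 5 mM MgCl2 and 1 mM DTT. Mm-CPN (25 nM final) hydrolysed 10 uM ATP over 30 min at 37°C; ADP was read by HTRF.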
Numbers without * were called inactive; [ ] = dose if it differs, or a comment. Unless noted, calls come from the whole dose curve; as a rule, active = well fitted curve in the direction sought with a large enough effect; inconclusive = small, poorly fitted or top-dose-only effect, or another doubt; inactive = no such curve, though single readings can be large; an effect the other way counts as inactive or inconclusive. A portion of the library, so the mix of outcomes need not match the whole.

`O=C(CN(C(=O)CNC(=O)c1ccco1)c1ccc(F)c(Cl)c1)NC1CCCCC1` gave Nrf2 inh 6.3%, CCT modulator 0.6, Nrf2 activator -0.1%, EPAC2 ag 9.6%, Akt phos inh inactive, A549 tox -0.1%, TGFb SMAD3 inh 13.5%, EPAC2 antag 2.6% and Mm-Cpn inhibitor -0.9%.
`Cc1onc(-c2ccccc2Cl)c1C(=O)Oc1cccc2cccnc12` gave Nrf2 inh inconclusive, CCT modulator -1.5, Nrf2 activator 9.8%, EPAC2 ag 4.8%, Akt phos inh inactive, A549 tox 2.1%, TGFb SMAD3 inh inconclusive, EPAC2 antag -19.4% and Mm-Cpn inhibitor 1.1%.
`C=CS(=O)(=O)N(Cc1ccccc1Br)[C@H](CO)CC(C)C` gave Nrf2 inh 11.4%, CCT modulator -0.5, Nrf2 activator inconclusive, EPAC2 ag 11.1%, Akt phos inh inactive, A549 tox 1.3%, TGFb SMAD3 inh inconclusive and EPAC2 antag inconclusive.
For Cc1ccc(C)c(N2CCN(C(=O)c3csc(C)c3C)CC2)c1 the results were Nrf2 inh -18.2%, CCT modulator -0.1, Nrf2 activator -0.6%, EPAC2 ag 1.0%, Akt phos inh inactive, A549 tox 10.7%, TGFb SMAD3 inh 0.0%, EPAC2 antag -1.6% and Mm-Cpn inhibitor -1.2%.
`COC(=O)c1ccccc1NC(=O)CSc1nnc(COc2cccc(OC)c2)n1C` gave Nrf2 inh -16.6%, CCT modulator -0.8, Nrf2 activator 0.0%, EPAC2 ag 4.8%, Akt phos inh inactive, A549 tox -10.4%, TGFb SMAD3 inh 3.6%, EPAC2 antag 1.6% and Mm-Cpn inhibitor 1.6%.
For COc1ccc(C(=O)Nc2nnc(C)s2)cc1 the results were Nrf2 inh inconclusive, Nrf2 activator -0.3%, A549 tox -4.4% and TGFb SMAD3 inh 11.1%.
CC(=O)Nc1cc(-c2ccc(N3CCN(C)CC3)cc2)cn2c(-c3cccc(C(=O)N(C)C)c3)cnc12 was read as CCT modulator -0.9, Nrf2 activator 4.6%, EPAC2 ag 6.5%, Akt phos inh inactive, TGFb SMAD3 inh 10.9% and EPAC2 antag -4.3%.
`CCc1ccc2c(c1)NC(c1cccs1)=NC(c1ccc(F)cc1)=N2` gave Nrf2 inh 24.7%, Nrf2 activator 12.4%, A549 tox 3.8% and TGFb SMAD3 inh inconclusive.
For O=C(OCc1ccc(Cl)cc1)c1cccnc1Cl the results were Nrf2 inh -6.1%, CCT modulator -0.9, Nrf2 activator -0.1%, EPAC2 ag 2.2%, Akt phos inh inactive, A549 tox -6.3%, TGFb SMAD3 inh -20.2%, EPAC2 antag inconclusive and Mm-Cpn inhibitor 0.9%.
For Cc1ccc(S(=O)(=O)CCC(=O)Nc2ccc3c(c2)OCO3)cc1 the results were Nrf2 inh 6.9%, CCT modulator -1.3, Nrf2 activator -0.1%, EPAC2 ag 3.5%, Akt phos inh inactive, A549 tox 0.2%, TGFb SMAD3 inh -15.6%, EPAC2 antag -4.3% and Mm-Cpn inhibitor 2.3%.
Screening NC(=O)COC(=O)CSc1cccc2cccc(Cl)c12 returned Nrf2 inh -15.2%, CCT modulator -1.0, Nrf2 activator 1.9%, EPAC2 ag -2.5%, Akt phos inh inactive, A549 tox 0.8%, TGFb SMAD3 inh 6.5%, EPAC2 antag -16.9% and Mm-Cpn inhibitor -7.1%.
`CCCCC(=O)Nc1ccc(S(=O)(=O)N2CCCCC2c2cccnc2)cc1` (configuration not stated) gave Nrf2 inh -13.4%, CCT modulator -1.8, Nrf2 activator -0.1%, EPAC2 ag 9.0%, Akt phos inh inactive, A549 tox -1.3%, TGFb SMAD3 inh inconclusive, EPAC2 antag -0.4% and Mm-Cpn inhibitor 0.1%.
`CC(C)N(Cc1ccccc1)C(=O)CC(=O)N(Cc1ccccc1)C(C)C` gave Nrf2 inh -24.8%, CCT modulator -1.6, Nrf2 activator -0.4%, EPAC2 ag 9.4%, Akt phos inh inactive, A549 tox 0.1%, TGFb SMAD3 inh -1.9%, EPAC2 antag -8.5% and Mm-Cpn inhibitor -0.3%.
Screening CCc1ccc(CNC(=O)CCS(=O)(=O)Cc2ccc(C)cc2)cc1 returned Nrf2 inh 9.5%, CCT modulator -2.6, Nrf2 activator 0.2%, EPAC2 ag -0.3%, Akt phos inh inactive, A549 tox 5.7%, TGFb SMAD3 inh -9.3%, EPAC2 antag -10.5% and Mm-Cpn inhibitor 2.3%.
Cc1c(/C(O)=C2/C(=O)C(=O)N(Cc3cccnc3)C2c2cccs2)cnn1-c1ccccc1 (configuration not stated) was read as Nrf2 inh 8.5%, CCT modulator 0.1, Nrf2 activator -0.4%, EPAC2 ag 0.7%, Akt phos inh inactive, A549 tox -6.1%, TGFb SMAD3 inh -21.8%, EPAC2 antag 10.3% and Mm-Cpn inhibitor -9.1%.
Screening Cc1cc(C)n2nc(SCC(=O)N3CCCC(C)C3)nc2n1 (configuration not stated) returned Nrf2 inh 9.6%, CCT modulator -0.5, Nrf2 activator 0.5%, EPAC2 ag 3.0%, Akt phos inh inactive, A549 tox 9.0%, TGFb SMAD3 inh -2.7%, EPAC2 antag 10.7% and Mm-Cpn inhibitor 3.7%.
Screening O=C(CN1C(=O)C2CC=CCC2C1=O)Nc1ccc(OC(F)(F)F)cc1 (configuration not stated) returned Nrf2 inh -9.2%, CCT modulator -1.1, Nrf2 activator 0.4%, EPAC2 ag -1.1%, Akt phos inh inactive, A549 tox -5.1%, TGFb SMAD3 inh -17.3%, EPAC2 antag -7.1% and Mm-Cpn inhibitor -0.3%.
`O=C(Nc1ccc(Cl)cc1)N1CCc2ccccc2C1` gave Nrf2 inh inconclusive, CCT modulator 0.4, Nrf2 activator 3.1%, EPAC2 ag 10.3%, Akt phos inh inactive, A549 tox 0.8%, TGFb SMAD3 inh 0.0%, EPAC2 antag -17.4% and Mm-Cpn inhibitor 1.8%.
Screening O=C(O)CCNc1cc2ccccc2cc1C(=O)O returned Nrf2 inh -5.6%, CCT modulator -0.5, Nrf2 activator -0.4%, EPAC2 ag 3.2%, Akt phos inh inactive, A549 tox -9.1%, TGFb SMAD3 inh 0.3%, EPAC2 antag -4.2% and Mm-Cpn inhibitor -3.1%.
`O=C(NN1CCCCC1)c1cccc(COc2ccc(Cl)cc2)c1` gave Nrf2 inh inconclusive, CCT modulator 1.1, Nrf2 activator 0.7%, EPAC2 ag -3.2%, Akt phos inh inactive, A549 tox -4.3%, TGFb SMAD3 inh -22.7%, EPAC2 antag 3.6% and Mm-Cpn inhibitor 0.6%.
`COc1cccc(CNc2ncc(-c3ccccc3)n2C)c1` gave Nrf2 inh 1.0%, CCT modulator 0.3, Nrf2 activator 0.5%, EPAC2 ag -0.1%, Akt phos inh inactive, A549 tox -2.9%, TGFb SMAD3 inh -4.0%, EPAC2 antag 5.8% and Mm-Cpn inhibitor -1.1%.
`CC(C)(C)S(=O)(=O)N1Cc2cc(=O)n(Cc3ccccc3)c(CCO)c2[C@@H]1CCO` gave Nrf2 inh -12.7%, CCT modulator 0.8, Nrf2 activator 0.2%, EPAC2 ag 3.8%, Akt phos inh inactive, A549 tox 3.6%, TGFb SMAD3 inh 3.0% and EPAC2 antag 6.2%.
NC(=S)NN=C(c1ccc(F)cc1)C1CC1 was read as Nrf2 inh -2.6%, CCT modulator -1.7, Nrf2 activator 2.7%, EPAC2 ag 24.9%, Akt phos inh inactive, A549 tox -4.8%, TGFb SMAD3 inh inconclusive and EPAC2 antag 1.0%.
Screening CCc1cc2c(=O)[nH]c(N3CCCC3)nc2s1 returned Nrf2 inh 2.7%, CCT modulator 0.8, Nrf2 activator 0.2%, EPAC2 ag -1.4%, Akt phos inh inactive, A549 tox 3.0%, TGFb SMAD3 inh 36.7%, EPAC2 antag -0.1% and Mm-Cpn inhibitor 1.5%.
Screening c1ccc(C2Nc3ccccc3Oc3ccccc32)cc1 (configuration not stated) returned Nrf2 inh -28.7%, CCT modulator -0.5, Nrf2 activator 1.0%, EPAC2 ag 14.9%, Akt phos inh inactive, A549 tox -2.3%, TGFb SMAD3 inh 4.7%, EPAC2 antag -25.8% and Mm-Cpn inhibitor 1.5%.
CCCCNC(=O)Cn1cnc2c(cnn2-c2ccc(C)c(C)c2)c1=O was read as CCT modulator 0.2, Nrf2 activator -0.2%, EPAC2 ag 15.8%, Akt phos inh -83.7%*, A549 tox 5.2%, TGFb SMAD3 inh 5.4%, EPAC2 antag -1.2% and Mm-Cpn inhibitor 0.9%.
Nc1nc(Nc2ccccc2)nc(NCc2ccco2)c1[N+](=O)[O-] was read as Nrf2 inh -12.1%, CCT modulator -0.2, Nrf2 activator 4.8%, EPAC2 ag 4.0%, Akt phos inh inactive, A549 tox -1.5%, TGFb SMAD3 inh -0.7%, EPAC2 antag -9.7% and Mm-Cpn inhibitor 0.9%.
`O=C(NNc1nc(N2CCOCC2)nc(N2CCOCC2)n1)c1ccccc1` gave Nrf2 inh -5.0%, CCT modulator -1.5, Nrf2 activator 0.3%, EPAC2 ag 0.3%, Akt phos inh inactive, A549 tox -6.3%, TGFb SMAD3 inh -53.6% and EPAC2 antag 20.3%.
For COc1cc2ccccc2c2c1CCCC2=O the results were Nrf2 inh -8.6%, CCT modulator -7.4, Nrf2 activator 2.0%, EPAC2 ag -10.0%, Akt phos inh inactive, A549 tox 2.0%, TGFb SMAD3 inh -6.7%, EPAC2 antag -10.3%[57.1 µM] and Mm-Cpn inhibitor -1.8%.
COc1cc(C(=O)N/N=C/c2ccsc2C)cc(OC)c1OC was read as Nrf2 inh -1.6%, CCT modulator -1.4, Nrf2 activator -0.5%, EPAC2 ag 11.7%, Akt phos inh inactive, A549 tox inconclusive, TGFb SMAD3 inh -2.2%, EPAC2 antag 8.9% and Mm-Cpn inhibitor 0.7%.
